# Source: PubChem BioAssay (National Center for Advancing Translational Sciences (NCATS))
# MLL CXXC-DNA inh – qHTS Fluorescence Polarization Assay for Inhibitors of MLL CXXC domain - DNA interaction; Potency, µM (highest dose often 115 µM), for the others: top-dose activity change, negative = inhibition, most hits filed as inhibitors; MLL-CXXC / FITC-HOXA9 DNA fluorescence polarization; 290,000 compounds, 0.037% hits; Histone-lysine N-methyltransferase 2A (Homo sapiens), Q03164; active = well fitted inhibition curve with a large enough effect in the polarisation, with a control signal flat, not every such curve was filed as active; inconclusive = small, poorly fitted or top-dose-only effect, or effect the other way, or a change in a side signal; inactive = no such curve, though single readings can be large or run the other way; the % refers to the polarisation
#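 Fluorescence polarization: 7 uM MLL-CXXC (stock) preincubated 5 min with compounds, then 50 nM fluorescein-HOX-A9 DNA (stock) added; 30 min ambient. Buffer 50 mM Tris-HCl pH 7.5, 50 mM NaCl, 1 mM DTT, 0.05% BSA.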
# MBNL1-CUG inh – qHTS Assay for Inhibitors of MBNL1-poly(CUG) RNA binding | 280,000 compounds, 0.036% hits | AID 2675, 2010 | TR-FRET MBNL1-His/biotin-(CUG)12 binding, 665/545 ratio | Potency, µM (highest dose often 57.5 µM), for inactives: top-dose activity change, negative = inhibition, usual class: inhibitors; active = well fitted inhibition curve with a large enough effect in the signal ratio, with a control signal flat, not every such curve was filed as active; inconclusive = small, poorly fitted or top-dose-only effect, or effect the other way, or a change in a side signal; inactive = no such curve, though single readings can be large or run the other way; the % refers to the signal ratio; note: % is set by controls: 0 for no effect and ±100 for the full control effect
#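 Compound titration spanned 92 nM–58 uM against the MBNL1-His/biotin-(CUG)12 complex. After 60 min at room temperature with 5 nM streptavidin-XL665 and 0.055 ng/ul terbium anti-His, ratiometric 665/545 nm emission (Ex 340 nm) normalized to controls.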
# ELG1 genotox – qHTS screen for small molecules that induce genotoxicity in human embryonic kidney (HEK293T) cells expressing luciferase-tagged ELG1. HEK293T ELG1-luciferase reporter, luminescence, 16 h. Potency, µM (series often up to 46 µM), for the others: at the top dose activity change, positive = activation, usual class: activators. 330,000 compounds, 1.3% hits; note: % of control where 0% means no effect; nearly all actives have a fitted effect of over 60% in size
#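 Luminescence read-out: rising ELG1-luciferase signal, reflecting elevated ELG1 protein under genetic stress, flags genotoxic compounds. Cells were treated for 16 hr at 37 °C before ONE-Glo detection.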
# Gal4-VP16 FLuc – VP16 counterscreen qHTS for inhibitors of ROR gamma transcriptional activity | Drosophila S2 Gal4-VP16 UAS-luciferase, luminescence, 20 h | 310,000 compounds, 3.5% hits | Potency, µM (series often up to 53.6 µM), for inactives: at the top dose activity, negative = inhibition, hits mostly inhibitors | AID 2546, 2010;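 note: Gal4-VP16 expression switched on by copper sulfate through the metallothionein promoter; % is set by controls: 0 for no effect and ±100 for the full control effect; nearly all actives have a fitted effect of over 50% in size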
# p53 reactivator – qHTS assay for re-activators of p53 using a Luc reporter | H1299 p53-A138V BP100-luciferase reporter, luminescence, 24 h | Potency, µM (top dose mostly 92.2 µM), for the others: at the highest dose activity change, positive = activation, hits mostly activators | 320,000 compounds, 0.063% hits; note: % of control where 0% means no effect; nearly all actives have a fitted effect of over 45% in size
#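 p53-null H1299 cells stably carrying temperature-sensitive p53-A138V and a BP100-luciferase reporter were pinned with compounds (4-point, 1:5 series) and held 24 hrs at 37 deg C. Luminescence was read 10 min after detection reagent.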
# Rab9 promoter act – qHTS Assay for Rab9 Promoter Activators. Potency, µM (highest dose often 9.22 µM), inactives show at the top dose activation, negative = inhibition, hits mostly activators. Huh7 Rab9 promoter-luciferase reporter, luminescence, 24 h. 320,000 compounds, 2.8% hits; note: % of control where 0% means no effect; nearly all actives have a fitted effect of over 60% in size
#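 Stable Rab9-luc Huh7, 1500 cells/well, 2 h settle; cmpd in DMSO, 24 h, 37 °C/5% CO2; luciferase reagent 10 min RT; luminescence.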
# NPC1 promoter act – qHTS Assay for NPC1 Promoter Activators; Potency, µM (titrated, usually from 9.22 µM), inactives show at the highest dose activation, most hits filed as activators; Huh7 NPC1 promoter luciferase reporter, 24 h; 320,000 compounds, 2.4% hits; AID 485313, 2010;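 note: % of control where 0% means no effect; nearly all actives have a fitted effect of over 60% in size; reporter is driven by a mutant NPC1 promoter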
#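 Huh7 cells stably carrying NPC1 promoter–luciferase, plated in Opti-MEM with 10% FBS for 2 h, were exposed to compound in DMSO for 24 h at 37 °C; luciferase reagent was added for 10 min and luminescence read.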
# BRCA1 expr up – qHTS Assay to Identify Small Molecule Activators of BRCA1 Expression | MCF7-BRCA1-FFLuc reporter, luminescence, 48 h; response scale: scaled: vehicle 0%, 10 µM genistein 100% | Potency, µM (top dose mostly 46.1 µM), for inactives: at the highest dose activation, actives largely listed as activators | 380,000 compounds, 1.1% hits; note: nearly all actives have a fitted effect of over 80% in size; some results filed as inactive show a strong effect at the top dose
#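 MCF7-BRCA1-FFLuc, 2000 cells/well; 2 h attach, 37 °C/5% CO2; compound 48 h; luciferase substrate 15 min; luminescence end-point. Norm. to genistein 10 microM max activation and DMSO; concentration-response curves fitted.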
# uPA generation – qHTS for Inhibitors of Cell Surface uPA Generation | cell surface uPA generation assay, qHTS | Potency, µM (series often up to 38.3 µM), for inactives: at the highest dose activity change, negative = inhibition, actives largely listed as inhibitors | 330,000 compounds, 0.31% hits | AID 540303, 2011; active = well fitted inhibition curve with a large enough effect; inconclusive = small, poorly fitted or top-dose-only effect; inactive = no such curve, though single readings can be large or run the other way; tested in mouse RAW 264.7 cells; note: % is set by controls: 0 for no effect and ±100 for the full control effect; nearly all actives have a fitted effect of over 55% in size
# FLuc counter – qHTS profiling assay for firefly luciferase inhibitor/activator using purifed enzyme and Km concentrations of substrates (counterscreen for miR-21 project); Luciferin 4-monooxygenase (Photinus pyralis), P08659; AID 588342, 2011; Potency, µM (titrated, usually from 57.5 µM), for inactives: top-dose activity change, negative = inhibition, actives largely listed as inhibitors; 360,000 compounds, 6.9% hits; purified FLuc, Km substrates, luminescence inhibition;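 note: plate controls were vehicle for no effect and reference inhibitor for full effect; nearly all actives have a fitted effect of over 55% in size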
#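 Purified P. pyralis luciferase (10nM final) with 10uM D-luciferin and 10uM ATP (Km levels) in 50mM Tris acetate pH 7.5, 10mM Mg acetate, 0.01% Tween-20, 0.05% BSA; qHTS 6-point titration, ~60 µM downward; luminescence read.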
# RORg inh – qHTS for inhibitors of ROR gamma transcriptional activity; Drosophila S2 Gal4-RORgamma UAS-luciferase reporter, 20 h; Potency, µM (titrated, usually from 53.6 µM), for the others: at the top dose activity change, negative = inhibition, most hits filed as inhibitors; 310,000 compounds, 5.4% hits; AID 2551, 2010; note: % is set by controls: 0 for no effect and ±100 for the full control effect; nearly all actives have a fitted effect of over 60% in size
#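 In this cell-based reporter format, copper sulfate (700 uM final) drives Gal4–ROR gamma fusion expression from a metallothionein promoter in Drosophila Schneider cells; compounds preincubated 1 hr, reporter read after 20 hr at ambient temperature.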
# Numbers without * were called inactive; ? = inconclusive; . = not tested or not shown; [ ] = remark or other dose. Unless noted, calls come from the whole dose curve; as a rule, active = well fitted curve in the direction sought with a large enough effect; inconclusive = small, poorly fitted or top-dose-only effect, or another doubt; inactive = no such curve, though single readings can be large; an effect the other way counts as inactive or inconclusive. Potency is the fitted concentration of half-maximal effect.
# Every second line gives: Gal4-VP16 FLuc | MBNL1-CUG inh | NPC1 promoter act | p53 reactivator | BRCA1 expr up | RORg inh | Rab9 promoter act | MLL CXXC-DNA inh | FLuc counter | uPA generation | ELG1 genotox
O=C(COc1cccnc1[N+](=O)[O-])Nc1ccc2c(c1)CCC2
  4% | ? | -1% | 8% | 66% | 24% | 14% | -10% | -15% | -4% | 13%
CC(C)(C)CN1CCNC(=O)C1CC(=O)NCCc1ccccc1C(F)(F)F (configuration not stated)
  -8% | -3% | 1% | -1% | 4% | 16% | -13% | -8% | -1% | 13% | 0%
Cc1cccc(NC(=O)NCC2CCN(c3ccc(S(=O)(=O)N4CCOCC4)cc3)CC2)c1
  2% | -1% | -4% | -1% | -47% | -6% | -3% | 2% | 4% | -3% | -28%
Cn1cccc1/C=N/NC(=O)c1ccco1
  27% | 9% | 14% | 8% | 56% | 2% | 18% | 4% | ? | 2% | ?
CCCNC(=O)/C=C/c1ccc(C(C)C)cc1
  0% | -6% | 22% | ? | 13µM* | -7% | 28% | -1% | 17µM* | -3% | ?
O=C1c2ccc3c4c(ccc(c24)C(=O)N1c1cccc(O)c1)C(=O)N(c1cccc(O)c1)C3=O
  ? | ? | -34%[inhibitor] | -11% | -75% | ? | -49%[inhibitor] | -7% | -2% | ? | -14%
COC(=O)COc1ccc(S(=O)(=O)N2CCCCCC2)cc1C
  -1% | -2% | -3% | -2% | 1% | ? | -5% | -2% | 0% | 4% | 3%
O=C(OCc1ccc2c(c1)OCO2)c1cccc(S(=O)(=O)N2CCCCC2)c1
  -1% | -6% | 0% | -1% | -2% | -17% | 1% | -4% | -3% | 2% | -5%
Cc1cc(C)cc(NC(=S)N(Cc2ccc(Cl)cc2)Cc2ccc(C(=O)O)cc2)c1
  -19% | 14% | 0% | -1% | -30% | 42% | -3% | 15% | -18% | 2% | -4%
O=C1OC(NC(=O)c2ccccc2)C(n2cc(CO)nn2)=C1Cl (configuration not stated)
  ? | -8% | 1% | -1% | 3% | ? | -5% | 7% | -8% | 0% | 5%
CCOC(=O)N1CCN(C(=O)c2cccc(NC3=NC4CS(=O)(=O)CC4S3)c2)CC1 (configuration not stated)
  14% | ? | 1% | -11% | 14% | -45% | 0% | -5% | 2% | . | -5%
CC1CCc2c(sc3c2C2=NS(=O)(=O)CCN2C=N3)C1 (configuration not stated)
  6% | 2% | 1% | 13% | 3% | 10% | 7% | -2% | -13% | -4% | 6%
COC(=O)c1c(-c2ccncc2)csc1NC(=O)c1ccoc1C
  ? | 14% | 2.8µM* | 20% | 4.5µM* | ? | 2µM* | 6% | 8.5µM* | . | ?
CC(=O)Nc1ccc(NS(=O)(=O)c2cc(-c3cnc(C4CC4)o3)ccc2C)cc1
  2% | -4% | -12% | -4% | -42% | -5% | 0% | 22% | 2% | 1% | 2%
N=c1c(C(=O)NCc2ccc(F)cc2)cc2c(=O)n3ccccc3nc2n1CC1CCCO1 (configuration not stated)
  -2% | ? | 0% | -7% | -4% | -1% | -2% | 6% | 2% | -4% | -1%
CCOc1ccc(N2C(=O)CN=C2Nc2ccccc2Cl)cc1
  -14% | -4% | 1% | -6% | 12% | -2% | -4% | -4% | -1% | 2% | 0%
CCN1CCN(c2ccc(NC(=O)CCc3c(C)nc4c(-c5ccccc5)c(C)nn4c3C)cc2)CC1
  3% | 2% | 1% | -5% | -29% | -32% | -21% | 3% | 4% | -6% | -10%
Cc1ccc(NC(=O)CCCC(=O)O)c(-c2nc3ccccc3[nH]c2=O)c1
  -1% | 7% | -3% | 14% | 3% | -2% | 0% | -8% | -1% | 1% | 2%
CCn1nnc(NC(=O)c2cccnc2)n1
  -12% | 9% | 1% | -7% | -4% | -5% | 0% | -7% | 5% | -2% | 1%
CCCC[C@@H]1CNCCN1CCCc1cc(OC)c(OC)c(OC)c1
  . | . | -2% | -5% | 2% | . | -1% | . | 8% | -6% | 0%

# Just BRCA1 expr up, for two of the compounds above:
molecule,BRCA1 expr up
CCCC[C@@H]1CNCCN1CCCc1cc(OC)c(OC)c(OC)c1,2%
CC1CCc2c(sc3c2C2=NS(=O)(=O)CCN2C=N3)C1 (configuration not stated),3%

# Carrying on:
# Every second line gives: Gal4-VP16 FLuc | MBNL1-CUG inh | NPC1 promoter act | p53 reactivator | BRCA1 expr up | RORg inh | Rab9 promoter act | MLL CXXC-DNA inh | FLuc counter | uPA generation | ELG1 genotox
CCOC(=O)C1=C(C)NC(C)=C(C(=O)OCC)C1C1=COCCO1
  -3% | -6% | 1% | -5% | -18% | 2% | 1% | 10% | 0% | -4% | 2%
CN1CCN(C(=O)c2cccc(S(=O)(=O)N3CCCCC3)c2)CC1
  3% | 0% | -1% | -2% | 21% | 2% | 3% | -18% | 1% | -2% | 0%
CCS(=O)(=O)N1CCC(C(=O)NCCN2CCOCC2)CC1
  -2% | -3% | -2% | 8% | -2% | -12% | -10% | 2% | -2% | 1% | -2%
COc1cccc(-n2nnnc2SCC(=O)c2cc(OC)ccc2OC)c1
  0% | 15% | 1% | -1% | . | 15% | -10% | 4% | 10% | . | 3%
COc1cccc(-c2nc(NCC3CCCO3)c3ccccc3n2)c1O (configuration not stated)
  -22% | 38%[activator] | -9% | -6% | -30% | 2% | 0% | 0% | 4% | 0% | -1%
COc1ccccc1NC(=O)CSc1nnc2ccc(-c3cccnc3)nn12
  -11% | ? | -4% | -2% | -10% | 6% | -3% | 5% | -3% | 0% | 2%
O=C(NNC(=O)c1ccccc1Cl)c1ccncc1
  1% | . | -2% | 2% | 13% | 3% | -7% | -3% | -9% | -7% | 0%
Cc1sc2ncn(CC(=O)N3CCN(c4ccccn4)CC3)c(=O)c2c1S(=O)(=O)N1CCC(C)CC1
  -7% | 1% | 0% | 4% | -16% | 18% | ? | 4% | 1% | 1% | 8%
N#Cc1c(NC(=O)c2ccc(Cn3cc(Br)cn3)o2)sc2c1CCCCC2
  -5% | -4% | 21% | 20% | 89% | ? | -1% | -1% | 11µM* | -1% | 1%
COc1ccc(N(C)C(=O)C2CCN(S(=O)(=O)c3cccc4nonc34)CC2)cc1
  14% | 16% | 1% | 1% | -9% | 39% | 7% | 1% | 0% | 2% | 0%
CCOc1ccc(CN2CCNC(=O)C2CC(=O)O)cc1 (configuration not stated)
  0% | -3% | -1% | 4% | 5% | 6% | -2% | -1% | 1% | 1% | 0%
NC(=O)c1ccccc1OCC(=O)Nc1cccnc1Cl
  . | . | 1% | 6% | 18% | . | 1% | . | -1% | -8% | 8%
NC(=O)COC(=O)c1cccnc1Nc1ccccc1F
  -1% | . | -2% | 4% | 3% | 17% | 0% | 8% | -2% | 0% | 1%
Cc1cccc(C)c1NC(=O)CNC(=O)CNC(=O)c1ccc2c(c1)OCO2
  . | . | 0% | 0% | 0% | . | -9% | . | 2% | -3% | -6%
O=C(O)Cc1ccc2sc(-c3ccccc3)nc2c1
  -13% | 6% | 14% | ? | 62% | -11% | 21% | -4% | 19µM* | ? | 8%
O=C(CN1C(=O)CSC1=O)N1CCc2ccccc2C1
  14% | 1% | -5% | 2% | -7% | 43% | -5% | -6% | 0% | -3% | -6%
COc1ccc(C(=O)Nc2ccc(S(=O)(=O)N3CCN(C)CC3)cc2)cc1[N+](=O)[O-]
  20% | ? | 0% | . | -5% | -2%[1.91 µM] | -1% | -1% | 4% | ? | 2%

# Single values from the results shown:
# For uPA generation, NC(=O)c1ccccc1OCC(=O)Nc1cccnc1Cl has -8%
# For uPA generation, NC(=O)COC(=O)c1cccnc1Nc1ccccc1F has 0%

# An excerpt; the hit share may differ from the screen's.
